From PubChem
Luc counter – counter-screen: inhibitors of Kinase-Glo firefly luciferase; Q27757; Kinase-Glo luciferase, ATP luminescence, 8 min; Potency, µM (doses to about 38.3 µM), without a hit: at the top dose activity change, negative = inhibition, hits mostly inhibitors; hit rate 0.28% among 200,000; also: potency is read from the fitted curve at half-maximal effect; % is scaled to controls: 0 for no effect and ±100 for the full control effect; nearly all actives have a fitted effect of over 60% in size
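Inhibition of Kinase-Glo luciferase light generation was assessed at 10 uM ATP in pH 7.2 imidazole buffer, with luminescence measured after eight minutes at ambient temperature.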
CBFb-RUNX1 inh – CBF-beta/RUNX1 interaction disruption; Potency, µM (series often up to 59.8 µM), without a hit: top-dose activity, negative = inhibition, actives largely listed as inhibitors; AID 1477; AlphaScreen CBFb-His/RUNX1-biotin binding, biochemical; Q01196+Q13951; 230,000 tested, under 10 active; also: % of control where 0% means no effect
Target sequence (Q01196 whole entry, looked up): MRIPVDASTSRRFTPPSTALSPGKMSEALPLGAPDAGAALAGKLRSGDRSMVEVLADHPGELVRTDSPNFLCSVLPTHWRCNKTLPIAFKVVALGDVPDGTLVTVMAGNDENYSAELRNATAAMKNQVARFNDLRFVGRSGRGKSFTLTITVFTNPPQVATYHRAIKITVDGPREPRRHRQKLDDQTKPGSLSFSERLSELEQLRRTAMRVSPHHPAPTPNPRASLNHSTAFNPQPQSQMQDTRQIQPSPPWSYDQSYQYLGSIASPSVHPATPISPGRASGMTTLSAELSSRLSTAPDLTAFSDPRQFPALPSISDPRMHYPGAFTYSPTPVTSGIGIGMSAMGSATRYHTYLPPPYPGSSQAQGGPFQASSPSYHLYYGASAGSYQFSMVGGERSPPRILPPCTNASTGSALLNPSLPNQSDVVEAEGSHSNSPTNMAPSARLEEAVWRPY
Target sequence (Q13951 whole entry, looked up): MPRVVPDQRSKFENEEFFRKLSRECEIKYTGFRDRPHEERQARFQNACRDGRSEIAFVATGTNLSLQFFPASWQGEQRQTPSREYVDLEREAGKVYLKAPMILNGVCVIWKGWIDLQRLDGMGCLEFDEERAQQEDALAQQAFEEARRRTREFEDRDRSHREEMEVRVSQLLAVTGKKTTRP
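Bead-based AlphaScreen assay; binding partners His-tagged CBF-beta and biotinylated RUNX1 at 30 nM each. Compound exposure 15 min after a 20-min protein preincubation; bead step 90 min; all steps at room temperature.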
LMNA splice mod – modulators of lamin A splicing; HeLa LMNA splicing GFP/RFP minigene ratio, 48 h; Potency, µM (series often up to 46.1 µM), for the others: at the highest dose ratio change, negative = inhibition, hits mostly inhibitors; hit rate 0.01% among 200,000; active = well fitted inhibition curve with a large enough effect in the signal ratio, with a control signal flat, not every such curve was filed as active; inconclusive = small, poorly fitted or top-dose-only effect, or effect the other way, or a change in a side signal; the % refers to the signal ratio; also: potency is read from the fitted curve at half-maximal effect; % is scaled to controls: 0 for no effect and ±100 for the full control effect
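S3 HeLa cells stably expressing lamin A-EGFP splicing minigene plus DsRed2, 600 cells/well, 48 h compound exposure at 37C. Laser-scanning cytometry; analysed as GFP (500-530 nm)/RFP (575-640 nm) total intensity ratio; 0.5% DMSO vehicle.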
HTT cytoprotect – Huntington cell model cytoprotection by ATP luminescence. Potency, µM (titrated, usually from 56.4 µM), for the others: cytoprotection (ATP increase), actives largely listed as activators. AID 1471. hit rate 0.14% among 230,000. PC12 HTT-Q103 induced, cytoprotection, ATP luminescence, 40 h;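 also: potency is read from the fitted curve at half-maximal effect; % of control where 0% means no effect; nearly all actives have a fitted effect of over 45% in size; toxic huntingtin expression switched on by the ecdysone agonist tebufenozide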
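PC12 cells stably carrying ecdysone-inducible Htt exon 1 (Q103)–GFP were induced with 100 nM tebufenozide (final) alongside library compounds in a dose series. Cytoprotection was scored as retained ATP by ATPlite luminescence.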
HttQ103 aggreg – inhibitors of mutant huntingtin aggregate formation in PC12 cells | PC12 HttQ103-GFP aggregates, Acumen cytometry, 40 h | Potency, µM (doses to about 46.1 µM), for the others: at the highest dose activity change, negative = inhibition, usual class: inhibitors | hit rate 1.1% among 220,000; also: potency is read from the fitted curve at half-maximal effect; % is scaled to controls: 0 for no effect and ±100 for the full control effect; nearly all actives have a fitted effect of over 60% in size
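Using laser scanning cytometry, GFP-positive aggregates were counted after lysis of PC12 cells induced with 100 nM tebufenozide to express HTT exon 1 Q103–GFP. Compounds were tested in titration.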
IMPase Li cell – membrane-permeable IMPase blocker, potentiated with lithium | AID 1457 | hit rate 0.35% among 210,000 | Potency, µM (titrated, usually from 59.4 µM), for inactives: at the highest dose activity, negative = IMPase inhibition, usual class: inhibitors | CHO-M1 cells, IP1 TR-FRET (IP-One), carbachol + lithium;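 also: IP1 builds up when IMPase is blocked and the TR-FRET signal falls; potency is read from the fitted curve at half-maximal effect; plate controls were basal vehicle for no effect and high inhibitor control for full effect; nearly all actives have a fitted effect of over 50% in size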
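Lithium-sensitised IP1 accumulation assay; M1-expressing CHO cells treated 30 min at 37C with compound. Competitive antibody detection by time-resolved FRET followed a 10 min room-temperature lysis step.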
SMN2 splice up – increases expression of the SMN2 splice variant | Potency, µM (series often up to 46.1 µM), inactives show at the top dose activity change, positive = activation, most hits filed as activators | HEK293 SMN2-luciferase splicing reporter, luminescence, 30-36 h | hit rate 2.8% among 210,000 | AID 1458; also: potency is read from the fitted curve at half-maximal effect; % of control where 0% means no effect; nearly all actives have a fitted effect of over 55% in size
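HEK293 cells carry an SMN2 […]–luciferase reporter in which exon 7 inclusion puts luciferase in frame. Cells were plated 10-12 h before compound addition, then incubated 30-36 h at 37C. ONE-Glo luminescence was read; sodium butyrate at 4.5 mM final served as control.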
Active calls of the source: *; ? = inconclusive; . = not tested or not shown; & = joins results of further samples; [ ] = another dose, or the depositor's remark. Unless noted, calls follow the shape of the dose curve; as a rule, active = well fitted curve in the direction sought with a large enough effect; inconclusive = small, poorly fitted or top-dose-only effect, or another doubt; inactive = no such curve, though single readings can be large; an effect the other way counts as inactive or inconclusive.

SMILES	Luc counter	CBFb-RUNX1 inh	LMNA splice mod	HTT cytoprotect	HttQ103 aggreg	IMPase Li cell	SMN2 splice up
NCCNC(=O)Cc1ccc(NC(=O)Cc2ccc(Nc3ncnc4c3ncn4[C@@H]3O[C@H](CO)[C@@H](O)[C@H]3O)cc2)cc1	.	?	.	-60.8%[inhibitor]	.	-7.5%	8.7%
CCOC(=O)c1c[nH]c2c(C(F)(F)F)cccc2c1=O	3.6%	3.1%	-2.0%[46 µM]	14.8%[10 µM]	-2.8%[9.22 µM]	4.3%	.
COC(=O)c1c(-c2cc(OC)c(OC)c(OC)c2)c2ccc(OCc3ccccn3)cc2c(=O)n1-c1ccc(N)cc1	-1.2%	-18.0%	?	-4.3%[1.9 µM]	.	4.7%	-12.2%
CCCCN(C(=O)CSc1nnc(Nc2ccccc2)s1)c1c(N)n(CCC)c(=O)[nH]c1=O	-12.6%	-2.1%	.	-128.0%[inhibitor]	13.2%	?	.
CC(CC(=O)Nc1nncs1)c1ccccc1 (stereo not given)	1.4%	3.8%	-13.4%	1.3%[10 µM]	-7.7%	2.3%	-15.3%
O=C(COC(=O)c1ccc(CNS(=O)(=O)c2ccc(F)c(Cl)c2)cc1)NCC1CCCCC1	1.0%	-1.8%	-14.4%	0.8%[1.9 µM]	12.7%	7.4%	-0.9%
O=C1CC(c2ccccc2Br)c2cc3c(cc2N1)CCC3 (stereo not given)	-4.2%	8.6%	-27.6%[46 µM]	-58.6%[inhibitor]	31.0%	14.2%	-23.2%
COc1ccc(C2/C=C\CNCC(=O)N2Cc2ccc(F)cc2)cc1 (stereo not given)	.	-1.4%&5.9%	.	-5.7%[10 µM]	-1.8%[9.22 µM]	.	.
Cc1nn(C)c(C)c1CNC(=O)Nc1ccc(Cl)cc1	2.3%	21.1%	27.8%[46 µM]	-58.1%[inhibitor]	19.5%	-2.0%	27.1%
Clc1ccc(-c2nnn(Cc3nc4ccccc4s3)n2)cc1	1.6%	?	?	-16.4%	-31.6%	3.0%[38.3 µM]	14.3%
O=C(c1nc2ccccn2c1CN1CCC(Cc2ccccc2)CC1)N1CCCC1	3.9%	7.6%	.	-30.9%	-18.3%	15.7%	.
O=C(NC(=S)N1CCN(c2c(Cl)cccc2[N+](=O)[O-])CC1)c1cccs1	1.2%	-26.9%	-27.5%	16.1%[10 µM]	-16.7%	27.9%[38.3 µM]	-3.0%
O=C(Nc1ccc(-c2ccccc2)cc1)c1ccco1	1.3%	-6.5%	19.7%[46 µM]	9.8%	11.9%	5.4%	-4.1%
CC1CCc2nc(NC(=O)Cc3cccs3)sc2C1 (stereo not given)	-0.2%	-6.3%	0.3%	-18.8%[0.074 µM]	-27.8%	25.1%[38.3 µM]	14.1µM*
Cc1cccc(N(CC(=O)N2CCN(C)CC2)S(=O)(=O)c2ccccc2)c1	-1.6%	0.4%	15.1%[46 µM]	7.7%[10 µM]	12.3%[9.22 µM]	17.2%	.
CCOC(=O)C1=C(CSc2nncn2C)NC(=O)NC1c1cc(OCC)ccc1OCC (stereo not given)	-1.1%	6.4%	?	-1.8%	3.2%	-10.3%[38.3 µM]	3.3%
CCCCc1nc2ccccc2c(C(=O)O)c1C	2.7%	4.1%	5.0%	-6.5%	-13.7%	8.3%[38.3 µM]	4.8%
CC1C/C(=C/c2cccn2C)C(=O)/C(=C/c2cccn2C)C1 (stereo not given)	-2.0%	?	?	21.6%	-33.4%	36.2%[activator][38.3 µM]	-14.2%
COCCSc1nnc(NC(=O)Cc2ccccc2OC)s1	-1.8%	5.6%	-1.9%	16.5%	-1.1%	21.5%[38.3 µM]	24.9%
NC(=O)CSc1nc(O)cc(=O)n1-c1ccccc1	-0.2%	-2.6%	18.8%	2.8%[1.9 µM]	-5.3%	10.3%[38.3 µM]	-5.2%
N#CC(C(=O)Nc1ccccc1)=C1CCCCC1	0.4%	-0.1%	7.0%	-2.4%[1.9 µM]	-11.4%	35.4%[activator][38.3 µM]	5.4%
CC(=O)c1sc(NC(=O)COc2c(C)cc(Cl)cc2C)nc1C	-1.7%	4.1%	.	-15.5%[10 µM]	21.6%	-2.2%	0.3%
Cc1cc(C)nc(SCCc2ccncc2)n1	0.0%	?	12.6%	-4.3%[10 µM]	-23.1%	18.1%[38.3 µM]	15.8%
CC1=C(C(=O)N2CCOCC2)C(c2cccc3ccccc23)NC(=S)N1 (stereo not given)	4.1%	-4.6%	5.3%	-19.5%[1.9 µM]	-1.2%	-5.3%	10.3%
N#Cc1c(C(F)(F)F)cc(-c2ccc(Cl)c(Cl)c2)nc1SCCN1CCOCC1	-2.1%	2.8%	3.4%	-24.1%	25.1%	12.7%[38.3 µM]	-20.1%

(further entries)
SMILES	Luc counter	CBFb-RUNX1 inh	LMNA splice mod	HTT cytoprotect	HttQ103 aggreg	IMPase Li cell	SMN2 splice up
Cc1cccc2c(=O)n3c(nc12)CCCCC3	-6.8%	7.1%	-3.9%	1.4%	-5.1%	20.9%[38.3 µM]	9.7%
Cc1ccc(/C=N/n2c(-c3cccnc3)n[nH]c2=S)s1	-0.4%	-1.8%	5.4%	-24.1%[10 µM]	10.1%	1.8%	-12.9%
O=C(N/N=C\c1cn[nH]c1-c1ccccc1)c1ccc([N+](=O)[O-])cc1	-0.5%	-13.3%	-2.3%	.	-16.0%	0.4%	-1.9%
Cc1ccc(SCC(=O)N2CCCC2)cc1	-2.4%	3.9%	-5.1%	-5.8%[10 µM]	-3.7%	-0.3%[38.3 µM]	1.3%
CCOC(=O)CSc1cc(CS(=O)(=O)c2ccccc2)nc(-c2ccccc2)n1	0.7%	7.2%	-0.6%	?	-3.6%	?	3.6%
O=C(O)c1cccc(C(=O)c2cccc(C(=O)O)c2)c1	1.8%	-5.3%	.	-32.8%[inhibitor]	13.0%	0.8%	5.5%
COc1ccc(C2C(C(C)=O)=C(O)C(=O)N2c2cccnc2)cc1OC (stereo not given)	0.9%	-1.4%	9.3%	-3.4%	-1.3%	24.0%[38.3 µM]	13.4%
CC1Cc2ccccc2N1C(=O)CSc1nnc2n1C(C)(C)Cc1ccccc1-2 (stereo not given)	-1.6%	-0.6%	28.1%	-37.7%	-6.4%	34.7%[activator][38.3 µM]	-32.5%[inhibitor]
Cc1nc2ccccc2c(=O)n1/N=C/c1c(O)ccc2ccccc12	0.0%	-7.8%	?	19.5%[10 µM]	19.4%[9.22 µM]	6.3%	.
O=C(OC1CCOC1=O)c1ccc(N2CCCC2)c([N+](=O)[O-])c1 (stereo not given)	4.6%	-7.7%	12.1%[46 µM]	27.8%[10 µM]	15.6%	-2.3%	5.1%
CCOCC(=O)Nc1ccccc1C(=O)N1CCOCC1	-2.3%	11.9%	?	-27.6%[1.9 µM]	-11.4%[9.22 µM]	3.5%	9.4%
Cn1c(=O)c2c(nc(N3CCNCC3)n2Cc2ccccc2Cl)n(C)c1=O	-8.5%	-3.3%	.	-11.0%[10 µM]	-4.9%[9.22 µM]	12.7%	.
CCC(C)[C@H](NC(=O)Nc1cccc(Cl)c1)C(=O)O (stereo not given in full)	2.7%	0.4%	9.6%	4.3%	8.7%[9.22 µM]	16.7%[38.3 µM]	-0.1%
CCOC(=O)c1ccc2nc(NC(C)=O)sc2c1	-0.3%	-4.6%	.	-82.5%[inhibitor]	-7.2%	-2.9%	12.6µM*
CCCOc1ccc(/C(O)=C2/C(=O)C(=O)N(CCCn3ccnc3)C2c2ccc(C)o2)cc1 (stereo not given)	.	4.1%	.	1.8%[10 µM]	-21.0%[9.22 µM]	.	.
N#CCCNc1c(Cl)cc(Cl)cc1C(=O)O	3.8%	12.2%	-1.5%	.	-0.8%	-5.6%	-12.3%
Cc1cc(SCC(=O)N2CCCC2)nc2ccccc12	11.5%	-3.9%	?	-12.9%[10 µM]	-12.4%	-28.2%[38.3 µM]	-6.5%
CCN(CC)c1ccc2cc(C(=O)Nc3ccccn3)c(=O)oc2c1	-2.7%	?	-12.4%	-18.6%[10 µM]	10.7%	4.2%[38.3 µM]	2.82µM*
CC(c1ccccc1)C1C(C#N)=C(N)OC2=C1C(=O)CCC2 (stereo not given)	-0.1%	1.0%	6.4%	6.7%	12.1%	7.2%[38.3 µM]	-2.6%
CCN(C(=O)COC(=O)c1ccc2c(=O)n3c(nc2c1)CCC3)C1CCS(=O)(=O)C1 (stereo not given)	-1.1%	-5.2%	.	-22.1%	0.8%	0.3%	23.9%
CC(OC(=O)c1cccs1)C(=O)Nc1nc(-c2ccccc2)cs1 (stereo not given)	0.4%	-0.8%	-5.7%	37.4%[10 µM]	-9.4%	7.3%	30.0%
CC(C)CCn1c(SCC#N)nc2c(sc3ccccc32)c1=O	-0.6%	6.1%	-2.8%	21.2%[1.9 µM]	-15.5%	-28.6%	-14.2%
COc1ccc(NC(=O)c2c(SC)nsc2SC)cc1	-6.6%	1.2%	3.8%	-22.7%	-13.7%	-14.7%[38.3 µM]	9.4%
Cc1ccc(CNC(=O)C2CCCN(c3nc4ccsc4c(=O)s3)C2)cc1 (stereo not given)	2.8%	6.7%	?	-19.3%	16.2%	5.8%	-3.5%
CC(C)(C)NC(=O)CN(Cc1cccs1)C(=O)c1csnn1	1.5%	15.9%	-8.0%	-13.0%[10 µM]	-4.0%	18.3%[38.3 µM]	1.1%
CC1(C)CC(=O)C(C=Nc2ccc3[nH]ncc3c2)=C(O)C1	0.4%	2.1%	-1.6%	-15.6%	5.0%	3.1%	4.4%
Cc1ccc2nc(-c3cccnc3SCC(=O)N3c4ccccc4CC3C)[nH]c2c1 (stereo not given)	?	7.6%	-11.1%	-3.9%[10 µM]	-13.9%	18.9%	14.1µM*

For reference, some entries already given.
SMILES	Luc counter	CBFb-RUNX1 inh	LMNA splice mod	HTT cytoprotect	HttQ103 aggreg	IMPase Li cell	SMN2 splice up
Cn1c(=O)c2c(nc(N3CCNCC3)n2Cc2ccccc2Cl)n(C)c1=O	-8.5%	-3.3%	.	-11.0%[10 µM]	-4.9%[9.22 µM]	12.7%	.
CCC(C)[C@H](NC(=O)Nc1cccc(Cl)c1)C(=O)O (stereo not given in full)	2.7%	0.4%	9.6%	4.3%	8.7%[9.22 µM]	16.7%[38.3 µM]	-0.1%
CCOC(=O)c1ccc2nc(NC(C)=O)sc2c1	-0.3%	-4.6%	.	-82.5%[inhibitor]	-7.2%	-2.9%	12.6µM*
CCCOc1ccc(/C(O)=C2/C(=O)C(=O)N(CCCn3ccnc3)C2c2ccc(C)o2)cc1 (stereo not given)	.	4.1%	.	1.8%[10 µM]	-21.0%[9.22 µM]	.	.
